High-throughput results (PubChem)
NPR2 activator: human GC-B receptor activators, primary screen, HEK293 GC-B cells, cGMP TR-FRET, EC30 CNP; activation, % at 10 µM; 370,000 tested, 0.11% active; 0% at EC30 CNP, 100% saturating CNP; Atrial natriuretic peptide receptor 2 (Homo sapiens), P20594; AID 1920062, 2024;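 active = activation at 10 µM reaching about 35% in either raw or pattern-adjusted values, limit read from the data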
HGIII-sPLA2 inh: human group III sPLA2 inhibitors, primary screen, biochemical, QFRET, BODIPY PC-A2 liposome substrate | QFRET BODIPY PC-A2 liposome hydrolysis, fluorescence | inhibition, % at 12.2 µM | 370,000 tested, 0.56% active | AID 743126, 2013;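 active = inhibition above mean plus 3 SD of compounds lying within the high and low control bounds, cut at about 19% in these data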;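 note: 0% = median of test compound wells and 100% = no enzyme DMSO wells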
GC-A act: GC-A stimulated cGMP production enhancers – HEK293 GC-A cells, cGMP TR-FRET, EC30 ANP, primary screen; Atrial natriuretic peptide receptor 1 (Homo sapiens), P16066; 0% at EC30 ANP, 100% saturating ANP; activation, % at 10 µM; 370,000 tested, 0.14% active; AID 1671463, 2021; in the data active = activation above about 40%
Target sequence (P16066 whole entry, looked up): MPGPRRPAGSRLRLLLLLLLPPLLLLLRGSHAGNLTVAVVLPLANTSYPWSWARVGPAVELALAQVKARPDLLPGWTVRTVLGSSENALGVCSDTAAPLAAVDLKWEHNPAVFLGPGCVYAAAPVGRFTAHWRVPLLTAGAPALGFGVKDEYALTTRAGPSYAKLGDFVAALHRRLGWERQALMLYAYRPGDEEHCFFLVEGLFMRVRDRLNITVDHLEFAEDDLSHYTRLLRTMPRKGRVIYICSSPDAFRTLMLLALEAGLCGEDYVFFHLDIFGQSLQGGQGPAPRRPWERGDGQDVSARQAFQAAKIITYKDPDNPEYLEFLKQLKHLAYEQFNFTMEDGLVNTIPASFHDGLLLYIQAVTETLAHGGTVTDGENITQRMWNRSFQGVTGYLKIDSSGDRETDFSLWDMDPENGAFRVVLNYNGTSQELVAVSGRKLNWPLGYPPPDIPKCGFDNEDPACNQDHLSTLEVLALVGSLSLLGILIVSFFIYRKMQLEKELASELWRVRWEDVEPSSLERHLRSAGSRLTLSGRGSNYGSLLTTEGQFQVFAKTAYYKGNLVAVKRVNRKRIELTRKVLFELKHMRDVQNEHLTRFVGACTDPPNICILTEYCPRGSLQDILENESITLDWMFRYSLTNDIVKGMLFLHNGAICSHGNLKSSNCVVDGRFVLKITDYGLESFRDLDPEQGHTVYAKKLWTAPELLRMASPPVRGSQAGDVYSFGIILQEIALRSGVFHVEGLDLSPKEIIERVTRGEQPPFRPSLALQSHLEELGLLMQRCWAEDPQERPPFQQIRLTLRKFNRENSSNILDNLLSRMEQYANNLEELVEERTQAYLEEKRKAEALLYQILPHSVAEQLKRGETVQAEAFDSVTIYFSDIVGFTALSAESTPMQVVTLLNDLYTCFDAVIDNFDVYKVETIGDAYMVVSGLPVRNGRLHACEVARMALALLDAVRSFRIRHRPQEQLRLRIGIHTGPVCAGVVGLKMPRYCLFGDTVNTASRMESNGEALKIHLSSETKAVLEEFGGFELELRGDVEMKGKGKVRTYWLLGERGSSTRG
KLK7 zymogen act: proKLK7 zymogen activators, primary screen, biochemical, fluorescence intensity; Kallikrein-7 (Homo sapiens), P49862; purified proKLK7, EDANS-DABCYL substrate fluorescence; 100% is mature enzyme control, 0% vehicle; activation, % at 7 µM; 370,000 tested, 0.9% active; AID 652039, 2013;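 active = activation above the mean of all tested compounds plus 3 SD, computed per campaign excluding outliers beyond control limits, cut at about 13% in these data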
DAX1 inh-1: DAX1 (NR0B1) inhibitors, primary screen, cell-based, HEK293, Gal4-DAX1, luciferase luminescence. Nuclear receptor subfamily 0 group B member 1 (Homo sapiens), P51843. HEK293 Gal4-DAX1 luciferase reporter. inhibition, % at 6.75 µM. 340,000 tested, 0.99% active. AID 504766, 2011;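 active = inhibition above the mean over all tested compounds plus 3 SD, cut at about 4.2% in these data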;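 note: 0% = DAX1-transfected cells with DMSO and 100% = empty-vector control cells with DMSO; inhibition shows as a rise in luminescence from relieved DAX1 repression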
ssDAF12 agonist: S. stercoralis DAF-12 nuclear receptor activators, primary screen, cell-based, luminescence, HEK293, GRIP1 co-expression, lit1-tk-luc; activation, % at 6.8 µM; HEK293 ssDAF-12/GRIP1 lit1-tk-luc reporter; % of 3 µM dafachronic acid response; 370,000 tested, 1% active;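 active = activation above the mean over all tested compounds plus 3 SD, cut at about 0.9% in these data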;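 note: 0% = DMSO-only wells and 100% = 3 µM delta7-dafachronic acid wells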
hcDAF12 agonist: H. contortus DAF-12 nuclear receptor activators, primary screen, cell-based, luminescence, HEK293, lit1-tk-luc reporter; 370,000 tested, 1.4% active; activation, % at 6.8 µM; HEK293 hcDAF-12 lit1-tk-luc reporter; 0% DMSO, 100% Δ7-dafachronic acid; AID 652067, 2013;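 active = activation above the mean of all tested compounds plus 3 SD, cut at about 5.5% in these data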;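 note: 100% = response to 3 µM Δ7-dafachronic acid high control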
hgDAF12 agonist: H. glycines DAF-12 receptor agonists, primary screen, cell-based, luminescence, HEK293, GAL4 fusion, UAS-luciferase; HEK293 GAL4-hgDAF12 UAS-luciferase reporter, agonist luminescence; normalized to butyrate control; activation, % at 6.8 µM; 370,000 tested, 1.8% active; AID 687014, 2013;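 active = activation above a cutoff set at the mean of all screened compounds plus 3 SD, cut at about 10% in these data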;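 note: 0% = DMSO wells and 100% = sodium butyrate wells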
SMARCA2 act: SMARCA2 (BRM) function activators, primary screen, cell-based, luminescence, high throughput | 370,000 tested, 1% active | MG213 cells, MMTV-luciferase reporter, dexamethasone, overnight | activation, % at 9.1 µM; in the data active = activation above about 7.8%;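 note: 0% = vehicle wells and 100% = reference activator wells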
FXN GAA850 act: FXN promoter activators, primary screen, cell-based, luciferase luminescence, HEK293 lucGAA850; HEK293 lucGAA850 FXN promoter luciferase reporter, 24 h; percent of 10 µM SAHA response; activation, % at 6 µM; 360,000 tested, 0.56% active; AID 540364, 2011;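 active = activation above the average of all compounds screened plus 3 SD, cutoff fixed separately per campaign, cut at about 7.5% in these data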;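 note: 0% = DMSO wells and 100% = 10 µM SAHA wells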
DAX1 inh-2: DAX1 (NR0B1) inhibitors on StAR promoter, primary screen, cell-based, luminescence, SF-1 (NR5A1), full-length DAX-1. HEK293T StAR-luciferase reporter, SF-1/DAX-1 repression relief. inhibition, % at 6.8 µM. 370,000 tested, 1.1% active. AID 652010, 2013;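 active = inhibition above the mean over all tested compounds plus 3 SD, cut at about 3.6% in these data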;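 note: 0% = DAX-1 cells with DMSO and 100% = cells lacking DAX-1 with DMSO; higher inhibition means more luminescence from relief of DAX-1 repression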
An asterisk follows results filed as active; nt = no result given.

SMILES	NPR2 activator	HGIII-sPLA2 inh	GC-A act	KLK7 zymogen act	DAX1 inh-1	ssDAF12 agonist	hcDAF12 agonist	hgDAF12 agonist	SMARCA2 act	FXN GAA850 act	DAX1 inh-2
C=CCn1c(=N)c(S(=O)(=O)c2ccc(C)c(C)c2)cc2c(=O)n3ccccc3nc21	-0.4	7.3	5.0	-0.5	-0.1	-1.0	-0.2	1.3	0.3	-0.9	-0.9
O=C(COc1ccccc1Cl)Nc1ccccc1C(=O)N1CCCCC1	-1.4	-1.7	-2.8	0.2	1.5	-0.7	-0.6	6.8	1.9	3.1	2.8
Cc1cccc(-c2cc3nc(C)cc(NCCCN(C)C)n3n2)c1	-5.8	0.0	-13.3	0.9	1.1	-1.1	2.4	1.8	-2.9	1.4	-0.5
COCCN(C(=O)c1cc(CN2C(=O)c3ccccc3C2=O)ccc1OC)c1c(N)n(CC(C)C)c(=O)[nH]c1=O	8.5	12.7	-1.4	-1.2	-0.4	-0.3	-0.2	-2.5	-1.0	0.5	0.5
Nc1c(C(=O)CSc2nnc(-c3ccccc3)o2)c(=O)[nH]c(=O)n1C1CC1	-5.0	19.1	-1.7	-0.2	2.2	-0.8	-0.7	0.0	-2.9	-1.6	1.5
CC(=O)/C=C(\C)Nc1ccccc1O	-1.0	4.6	-1.1	0.8	-1.5	-0.4	2.5	-3.1	3.3	5.2	-1.3
O=C(OCn1nnc2ccccc2c1=O)c1cc(-c2ccccc2Cl)nc2ccccc12	6.3	-0.6	2.5	0.4	-0.1	-1.1	3.3	0.8	-0.1	-1.5	-0.1
COc1ccc(/C=N/NC(=O)c2nonc2N)cc1OC	3.1	0.0	3.9	-0.1	1.0	-1.3	-0.4	1.5	2.7	2.8	0.2
Clc1cc(Cl)c2nc(N3CCOCC3)sc2c1	-7.1	-1.1	8.1	-0.5	4.8*	-0.4	2.1	6.1	4.9	1.7	0.9
COC(=O)c1cc(COC(=O)c2ccc(OC)c(S(=O)(=O)N3CCCC3)c2)oc1C	1.1	-4.1	7.5	-0.6	-0.8	-1.1	-1.7	0.8	0.8	-1.1	0.0
CCc1ccc(-c2ccc(SCC(=O)Nc3nnc(C)s3)nn2)cc1	0.1	-9.8	1.2	-0.2	-0.3	-0.1	7.6*	20.6*	0.5	4.6	6.0*
Cc1cnc(CNC(=O)c2ccc(OC3CCN(C(=O)C4CC4)CC3)cc2)cn1	-1.1	4.0	4.3	-0.6	0.3	-1.5	-1.3	-4.3	-3.8	0.2	-0.1
N#Cc1cc(S(=O)(=O)c2ccc(F)cc2)c(N)[nH]c1=O	-1.1	-2.8	4.9	0.3	1.3	-1.8	0.2	-2.0	2.1	-0.1	0.7
COc1cc(CN2CCCC(CO)(Cc3cccc(Cl)c3)C2)cc2c1OCO2 (stereo unspecified)	-15.6	2.9	-37.9	-0.2	-1.0	-1.8	-1.1	-1.5	-0.9	-3.0	0.8
COc1ccc(/C=C/C(=O)c2ccc3c(c2)OCO3)cc1OC	-0.9	-0.8	-1.4	0.9	0.4	-0.4	1.3	3.1	-1.4	-0.3	-0.5
Cn1c(=O)c2ncn(C)c2n(C)c1=O	1.5	14.1	-3.7	-0.3	0.8	-1.4	-2.0	-3.6	-4.9	0.8	-0.5
CCOC(=O)c1cc(OCC)c2c(ccc3ccccc32)n1	-1.0	2.5	-1.0	-3.7	-0.7	-0.3	1.5	0.7	2.5	1.2	-1.0
CCOc1ccc(NC(=O)CN(C)CC(=O)Nc2cccc(Cl)c2C)cc1OCC	1.2	0.1	-15.2	0.7	-0.1	-1.1	-1.4	-1.8	-2.3	-2.3	-1.1
CCCOCC(O)COc1ccccc1C(=O)N1CCOCC1 (stereo unspecified)	2.0	4.1	-3.4	0.2	0.1	-0.9	2.2	2.3	-1.9	-0.4	1.6
COc1ccc(-c2ccc(SCC(=O)N3CCOCC3)nn2)cc1OC	3.1	10.6	3.8	-0.1	-0.4	-1.3	-1.5	-1.7	-1.7	6.0	-0.3
Cc1nc(N2CCN(S(=O)(=O)c3ccc(F)cc3)CC2)c2c(C)c(C)sc2n1	2.9	8.0	-1.4	0.5	0.9	-0.3	-1.6	1.4	1.6	-0.8	0.4
COc1ccc(NC(=O)c2cc3c(C)nn(-c4ccccc4)c3s2)cc1	3.1	-15.9	12.5	-6.7	nt	-1.9	-3.2	1.5	-6.5	nt	-1.3
CC(=O)Nc1nnc(Cc2c[nH]c3ccccc23)s1	-3.9	-7.3	-0.1	-0.8	1.3	-0.3	0.7	0.8	-3.0	2.8	0.8
COc1ccc2cc(CO)c(Cl)nc2c1	0.7	2.9	0.1	0.1	-0.7	-1.4	-0.7	3.0	1.1	1.9	-0.1
COc1ccc(NC(=O)C(CC(=O)O)C(C)c2ccccc2)cc1 (stereo unspecified)	-0.5	-1.9	2.6	0.2	0.3	-1.5	-0.2	-0.3	1.3	1.5	-0.3
O=C(Nn1c(C2CCCCC2)nc2ccccc2c1=O)c1cc(Cl)ccc1[N+](=O)[O-]	-3.5	-4.7	-0.2	0.1	-0.1	-1.3	-0.3	-1.8	1.4	-0.1	0.4
CCOc1ccccc1NC(=O)Cn1c(=O)oc2ccccc21	-2.0	-4.0	-1.5	-0.7	0.5	-1.2	-1.0	-4.5	0.2	0.9	-0.6
O=C1CCn2c1c(O)c1ccccc1c2=O	-0.4	1.3	0.1	0.2	-0.1	-1.1	-0.7	-1.0	4.9	0.0	0.6
O=C1CC(c2ccccc2)Oc2ccc(Cl)cc21 (stereo unspecified)	0.6	4.3	-5.4	-1.1	3.8	-1.1	1.2	1.5	-0.1	0.3	-0.1
Cc1nc(SCC(=O)NC2CCS(=O)(=O)C2)c(C#N)c(C)c1C (stereo unspecified)	4.8	-2.4	1.3	0.6	-0.6	-0.2	-1.7	0.1	-2.4	0.1	0.1
O=[N+]([O-])c1ccccc1/C=N\N1CCN(c2ccccc2)CC1	-0.3	6.5	3.6	-0.1	-1.7	-0.3	1.1	5.8	-0.8	3.5	1.0
C=CCn1c(C)cc(C2=NNC(=NCc3ccccc3)SC2)c1C	0.3	-4.7	-2.8	1.0	0.6	-1.1	1.5	8.8	7.2	3.3	1.8
Fc1ccccc1NC(=S)NCc1ccc(Cl)cc1	0.1	13.6	0.4	-0.1	1.2	-1.2	0.4	-0.9	1.0	1.6	0.0
C/C=C/c1ccc(OCCCNCC(C)O)c(OC)c1 (stereo unspecified)	10.3	14.4	8.6	-0.2	1.3	-1.3	0.5	-2.8	0.8	0.8	0.0
COc1ccc(C(O)P(=O)(OCCC(C)C)c2ccc(N(C)C)cc2)cc1 (stereo unspecified)	1.7	3.7	-6.2	-0.2	1.1	-0.9	-1.9	0.0	-0.4	-0.2	0.3
CN(C)C(CNC(=O)c1ccc(C2SCCS2)cc1)c1ccccc1 (stereo unspecified)	1.4	0.8	-0.9	0.5	0.6	0.3	1.5	8.5	-1.1	3.1	1.3
COc1ccc(S(=O)(=O)Nc2ccc(S(=O)(=O)Nc3nc(C)cc(C)n3)cc2)cc1OC	-0.6	2.3	6.1	0.3	2.2	-0.7	-1.2	-0.5	2.9	1.6	-0.3
O=C(CSc1nc2c(c(=O)n1-c1ccc(Br)cc1)SCC2)NCc1ccco1	nt	13.1	nt	0.3	0.1	-1.3	1.6	-1.0	-2.7	2.3	0.1
Cc1ccccc1Cn1nnc(C(=O)Nc2cccc(C)c2C)c1N	-1.9	-16.6	-0.5	0.9	-1.0	-2.0	-1.8	-4.5	-2.1	2.0	-0.8
C=CCn1c(=S)[nH]c2sc3c(c2c1=O)CCCC3	6.5	1.7	4.8	-0.2	0.6	-1.5	0.6	3.3	-0.6	3.3	-0.1
O=C(NNC(=O)c1ccc2ccccc2c1)c1cccc(Br)c1	-4.3	-8.5	3.4	-0.5	0.1	-0.9	-1.1	2.4	-2.2	-0.4	-0.5
COc1cc2c(cc1OC)-c1cc(NC3CCCC3)nc(=O)n1CC2	-1.1	2.2	5.6	4.7	-1.0	-1.4	-2.1	-4.4	1.8	5.9	0.3
Cc1ccsc1C(=O)OCC(=O)NCc1ccco1	7.0	-2.1	5.7	-0.2	0.3	-1.6	0.8	0.4	0.7	-0.6	0.3
CC(=O)NCC(=O)N(Cc1ccco1)C1(C(=O)NC2CCCCC2)CCCCC1	-1.9	1.9	-4.0	0.0	-1.1	-1.1	0.5	-2.2	-4.8	1.6	0.9
Cc1nc(-c2cccnc2)sc1C(=O)N/N=C/c1ccccc1Cl	-4.4	2.1	-1.1	0.6	nt	-1.0	-2.0	1.1	-0.5	-0.6	0.6
COCc1n[nH]c(=S)n1-c1cccc2ccccc12	4.5	6.4	-0.6	-0.5	0.8	0.1	1.8	2.0	2.3	-0.8	-0.1
C=C(C)C#CCNCc1ccccc1	-0.1	9.7	1.0	-0.5	nt	-1.4	1.5	3.1	-3.1	nt	0.3
COCc1cc(C)nc(SCC(=O)Nc2ccc3c(c2)OCO3)c1C#N	7.3	-2.9	3.2	-0.6	0.7	-1.6	-3.3	-0.4	0.1	0.5	-1.1
COc1ccc(NC(=O)CC2SC(N)=NC2=O)c([N+](=O)[O-])c1 (stereo unspecified)	-4.4	-1.0	2.5	0.3	-0.7	-0.5	-1.4	0.0	0.0	2.1	-0.1
CCCC[C@@H]1CNCCN1CCc1cccc(F)c1	-7.8	6.6	-9.8	0.1	-0.1	-1.5	1.2	1.1	0.9	-2.0	0.1
CCCCC(=O)Nc1nnc(C)s1	4.5	5.7	1.8	-0.8	-1.0	-0.9	-0.9	0.8	0.4	-0.9	0.5
COc1ccc(CCNS(=O)(=O)c2cn(C)c(=O)n(C)c2=O)cc1OC	7.1	-0.3	4.0	-0.1	0.1	-1.8	-2.4	-0.8	6.8	1.4	3.3
